Screening results deposited in PubChem BioAssay by The Scripps Research Institute Molecular Screening Center.
CHO parental Ca = counter-screen: ATP calcium response change in parental CHO cells. 330,000 tested, 0.63% active. inhibition, % at 5.6 µM. parental CHO-K1, ATP-induced calcium, Fluo-8 fluorescence;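 active = inhibition above that plate's mean sample inhibition plus 3 SD, cut at about 26% in these data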;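 also: 0% = ATP-challenged DMSO wells and 100% = DMSO wells without ATP; some compounds past the cut are filed as inactive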
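Material: Parental CHO cells | Reagent: ATP | Compound dosing: Single nominal dose of 5.6 µM per compound | Detection: Intracellular calcium via Fluo-8 no-wash fluorescent dye | Read-out: % inhibition of ATP-induced calcium mobilization | Benchmarks: Low control ATP plus DMSO, high control DMSO only | Replicates: Singlicate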
CHO-K1 Ca antag = counter-screen for M1 antagonists: effect in parental CHO-K1 cells | 360,000 tested, 0.6% active | AID 602250 | ATP-induced calcium, Fluo-8 fluorescence | inhibition, % at 3 µM;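 active = inhibition above a per-plate cutoff, the plate's mean sample inhibition plus 3 SD, cut at about 24% in these data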;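 also: 0% = DMSO plus EC80 ATP and 100% = DMSO alone without ATP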
TAAR1 antag = antagonists of human TAAR1. CHO RD-HGA16 TAAR1, Fluo-8 calcium fluorescence, antagonist. inhibition, % at 3 µM. 360,000 tested, 1.5% active;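 active = inhibition above a per-plate cutoff, the mean inhibition of test compounds on that plate plus 3 SD, cut at about 49% in these data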;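 also: 0% = DMSO plus EC80 beta-PEA response and 100% = DMSO alone without agonist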
Target sequence (Q96RJ0 whole entry, looked up): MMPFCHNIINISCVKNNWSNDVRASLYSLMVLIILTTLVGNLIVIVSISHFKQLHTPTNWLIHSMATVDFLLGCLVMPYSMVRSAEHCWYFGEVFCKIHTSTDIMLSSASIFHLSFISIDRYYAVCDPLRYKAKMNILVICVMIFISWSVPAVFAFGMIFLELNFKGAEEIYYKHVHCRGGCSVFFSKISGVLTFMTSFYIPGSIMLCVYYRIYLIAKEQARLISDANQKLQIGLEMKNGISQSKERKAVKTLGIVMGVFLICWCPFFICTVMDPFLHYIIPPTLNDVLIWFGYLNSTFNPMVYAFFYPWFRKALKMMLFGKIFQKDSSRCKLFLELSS
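Material: RD-HGA16 CHO cells with stable hTAAR1 and Gα16; Dosing: single nominal final test compound concentration of 3 µM; Schedule: seeding 17-24 h prior, 75-min 37 °C, 30-min RT dye loading; Detection: kinetic Fluo-8 calcium fluorescence measurement; Measure: % inhibition from peak post-agonist over basal fluorescence ratio; Benchmarks: vehicle and agonist controls.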
CHRM1 agonist = activates human CHRM1 receptor. CHO-K1 hM1, Fluo-8 calcium fluorescence, agonist mode; 0% DMSO, 100% acetylcholine EC100. activation, % at 3 µM. 360,000 tested, 0.33% active. AID 588814;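 active = activation above the run's mean compound activation plus 3 SD, cut at about 16% in these data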;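 also: peak over basal fluorescence ratio within a 140 s kinetic read after compound addition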
Target sequence (P11229 whole entry, looked up): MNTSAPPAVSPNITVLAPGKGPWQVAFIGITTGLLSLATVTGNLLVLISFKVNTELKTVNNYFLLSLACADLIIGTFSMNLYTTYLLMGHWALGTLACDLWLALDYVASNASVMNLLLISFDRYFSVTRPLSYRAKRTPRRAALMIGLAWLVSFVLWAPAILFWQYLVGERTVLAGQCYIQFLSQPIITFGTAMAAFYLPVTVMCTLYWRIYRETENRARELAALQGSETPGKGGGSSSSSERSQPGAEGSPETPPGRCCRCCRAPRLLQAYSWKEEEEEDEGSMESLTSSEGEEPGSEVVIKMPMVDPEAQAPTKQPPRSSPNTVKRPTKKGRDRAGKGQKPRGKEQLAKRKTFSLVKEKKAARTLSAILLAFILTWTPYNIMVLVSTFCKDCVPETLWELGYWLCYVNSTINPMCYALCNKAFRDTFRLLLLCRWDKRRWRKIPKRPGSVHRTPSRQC
M1 PAM parental = M1 PAM counterscreen hit in parental CHO-K1 cells. ATP EC20, Fluo-8 calcium fluorescence; 0% at ATP EC20, 100% at ATP max. activation, % at 3 µM. 360,000 tested, 0.02% active;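 active = activation above the run cutoff, the mean activation of all test compounds plus 3 SD, cut at about 40% in these data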;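 also: peak over basal fluorescence ratio in a 140 s read after ATP addition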
M1 ag parental = counter-screen for M1 agonists: effect in parental CHO-K1 cells. Fluo-8 calcium fluorescence; scaled to maximal ATP response, vehicle zero. 360,000 tested, 0.48% active. activation, % at 3 µM; in the data active = activation above about 15%;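 also: untransfected CHO-K1 host cells lacking M1 receptor as counterscreen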
CHRM1 antagonist = antagonists of human M1 muscarinic receptor | P11229 | CHO-K1 hM1, Fluo-8 calcium fluorescence, ACh EC80 antagonist | inhibition, % at 3 µM | 360,000 tested, 1.3% active;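 active = percent inhibition above its own plate's cutoff, namely the mean of that plate's compound wells plus 3 SD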;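 also: peak over basal fluorescence ratio during 140 s after agonist addition; 0% = ACh EC80 plus DMSO and 100% = DMSO alone without agonist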
TAAR1 agonist = human TAAR1 agonism | activation, % at 3 µM | 360,000 tested, 0.99% active | Q96RJ0 | CHO RD-HGA16 TAAR1, Fluo-8 calcium fluorescence; vehicle wells 0%, saturating PEA agonist 100% | AID 624467;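 active = activation above the mean activation of all test compounds in the run plus 3 SD, cut at about 38% in these data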
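System: CHO-derived RD-HGA16 cells with stable Gα16 and human TAAR1 / Times: 17-24 h plating, Fluo-8 75 min 37 °C, 30 min RT / Technique: calcium-sensitive Fluo-8 signal, excitation 470-495, emission 515-575 nm / Measure: % activation relative to PEA EC100 response / Benchmarks: DMSO and PEA EC100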
OXTR potentiator = potentiates the human oxytocin receptor response | P30559 | CHO-OTR cells, Fluo-8 calcium fluorescence, potentiator mode; 0% = oxytocin EC15, 100% = EC100 | activation, % at 3 µM | 320,000 tested, 0.061% active;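 active = activation above that plate's cutoff, the mean activation of tested compounds plus 3 SD, cut at about 6.6% in these data, passing the limit was not always enough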;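 also: 100% uses oxytocin at 75 nM as the full agonist control; some results filed as inactive read as strong as hits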
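System: human OTR in CHO cells / Also added: sub-maximal oxytocin, roughly EC15 / Control set: EC15 oxytocin low, 75 nM oxytocin high / Schedule: 6 min compound pre-incubation at room temperature, 100 s kinetic read / Compound: single-point 3.0 µM / Replication: singlicate / Technique: Fluo-8 calcium dye fluorescence / Read-out basis: % activation of max/min ratio relative to oxytocin controls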
* = called active by the depositor.

Screening CCCN(CC(=O)Nc1ccccc1C)C(=O)c1ccc(-c2ccc([N+](=O)[O-])cc2)o1 returned CHO parental Ca -25, CHO-K1 Ca antag -6, TAAR1 antag -15, CHRM1 agonist -1, M1 PAM parental -15, M1 ag parental 0.8, CHRM1 antagonist 14, TAAR1 agonist 7 and OXTR potentiator -6.
Screening Brc1ccccc1/C=N/Nc1nc2ccccc2o1 returned CHO parental Ca 2, CHO-K1 Ca antag -18, TAAR1 antag 3, CHRM1 agonist -3, M1 PAM parental 16, M1 ag parental 1.9, CHRM1 antagonist -12, TAAR1 agonist 3 and OXTR potentiator -14.
CCN(CC)c1ccc(/C=C/C(=O)C2C(=O)C=C(C)OC2=O)cc1 (stereo not given) was read as CHO parental Ca 75*, CHO-K1 Ca antag 44*, TAAR1 antag 108*, CHRM1 agonist 134*, M1 PAM parental -20, M1 ag parental 50*, CHRM1 antagonist 56*, TAAR1 agonist 406* and OXTR potentiator -29.
Screening CCOc1ccc2c(c1)C(c1ccc(C)cc1)=NNC(c1ccc(C)cc1)=N2 returned CHO parental Ca -46, CHO-K1 Ca antag -5, TAAR1 antag 7, CHRM1 agonist -2, M1 PAM parental 15, M1 ag parental 0.0, CHRM1 antagonist -10, TAAR1 agonist 8 and OXTR potentiator -3.
`Cc1ccc(C(=O)N/C(=C/c2cccs2)C(=O)NCc2ccco2)cc1` gave CHO parental Ca -7, CHO-K1 Ca antag -6, TAAR1 antag -9, CHRM1 agonist -5, M1 PAM parental 20, M1 ag parental 1.4, CHRM1 antagonist -17, TAAR1 agonist 1 and OXTR potentiator -3.
`Cc1cc2c(SCC(=O)Nc3cccc(O)c3)ncnc2s1` gave CHO-K1 Ca antag -10, TAAR1 antag 7, CHRM1 agonist -3, M1 PAM parental 14, M1 ag parental 1.7, CHRM1 antagonist -7 and TAAR1 agonist 0.
`Cc1ccc(CC2CC(=O)N(c3cc(C)on3)C2=O)cc1` (stereo not given) gave CHO parental Ca 0, CHO-K1 Ca antag -6, TAAR1 antag 1, CHRM1 agonist 8, M1 PAM parental -6, M1 ag parental 0.2, CHRM1 antagonist -18, TAAR1 agonist 1 and OXTR potentiator 0.
For O=C(CN1CCN(c2ccccn2)CC1)Nc1cccc(C(F)(F)F)c1 the results were CHO parental Ca -1, CHO-K1 Ca antag -6, TAAR1 antag -6, CHRM1 agonist 1, M1 PAM parental 16, M1 ag parental 0.8, CHRM1 antagonist -12, TAAR1 agonist 12 and OXTR potentiator -18.
CCN1CCCC1CNC(=O)C1CCN(C(=O)c2cc3sccc3n2Cc2ccc(F)cc2)CC1 (stereo not given) was read as CHO parental Ca -9, CHO-K1 Ca antag 5, TAAR1 antag 3, CHRM1 agonist -12, M1 PAM parental 8, M1 ag parental 0.2, CHRM1 antagonist 4, TAAR1 agonist -2 and OXTR potentiator -6.
`CCN(CC)CCNC(=O)C(=O)NCC1OCCN1S(=O)(=O)c1cccs1` (stereo not given) gave CHO parental Ca 1, CHO-K1 Ca antag -12, TAAR1 antag 1, CHRM1 agonist -5, M1 PAM parental 9, M1 ag parental 0.8, CHRM1 antagonist -11, TAAR1 agonist 1 and OXTR potentiator 5.
Screening COC(=O)c1ccc(C(=O)OC)c(NC(=O)CN2CCN(c3ccc(OC)cc3)CC2)c1 returned CHO parental Ca -11, CHO-K1 Ca antag -4, TAAR1 antag -13, CHRM1 agonist -5, M1 PAM parental -2, M1 ag parental 0.2, CHRM1 antagonist 5, TAAR1 agonist -1 and OXTR potentiator -8.
`O=C(c1ccc(CNc2c(NC3CCCCC3)c(=O)c2=O)cc1)N1CCc2ccccc21` gave CHO-K1 Ca antag -9, TAAR1 antag -7, CHRM1 agonist -11, M1 PAM parental 19, M1 ag parental 0.0, CHRM1 antagonist -12 and TAAR1 agonist -1.
Screening COc1cccc(NC(=O)N2CCN(c3nnnn3-c3ccccc3)CC2)c1 returned CHO parental Ca -17, CHO-K1 Ca antag -19, TAAR1 antag -17, CHRM1 agonist -4, M1 PAM parental 21, M1 ag parental 0.3, CHRM1 antagonist 3, TAAR1 agonist 10 and OXTR potentiator -1.
Cc1c(C(N)=O)sc2ncn(CC(=O)N3CCC(C)CC3)c(=O)c12 was read as CHO parental Ca -13, CHO-K1 Ca antag 5, TAAR1 antag -14, CHRM1 agonist -2, M1 PAM parental 17, M1 ag parental 7.8, CHRM1 antagonist -1, TAAR1 agonist 18 and OXTR potentiator -5.
For Cc1oc(C(=O)O)cc1COc1ccccc1Cl the results were CHO parental Ca 6, CHO-K1 Ca antag 19, TAAR1 antag 11, CHRM1 agonist -1, M1 PAM parental -9, M1 ag parental -0.3, CHRM1 antagonist -7, TAAR1 agonist 6 and OXTR potentiator -2.
Screening CCCCC1(C(=O)OCC)CC(CSC(=N)N)OC1=O (stereo not given) returned CHO parental Ca -7, CHO-K1 Ca antag 8, TAAR1 antag 11, CHRM1 agonist -10, M1 PAM parental 5, M1 ag parental 19*, CHRM1 antagonist 3, TAAR1 agonist 0 and OXTR potentiator 0.
COc1ccc(NC(=O)N(C)C[C@@H]2OCc3cnnn3CCCC(=O)N([C@H](C)CO)C[C@@H]2C)cc1 was read as CHO-K1 Ca antag 12, TAAR1 antag -18, CHRM1 agonist -1, M1 PAM parental -8, M1 ag parental -0.3, CHRM1 antagonist 1 and TAAR1 agonist 1.
CCCCn1c(N)c(N(CC(C)C)C(=O)c2cccc(S(=O)(=O)N3CCN(C(C)=O)CC3)c2)c(=O)[nH]c1=O was read as CHO parental Ca 2, CHO-K1 Ca antag -10, TAAR1 antag -20, CHRM1 agonist -1, M1 PAM parental 14, M1 ag parental 2.8, CHRM1 antagonist 1, TAAR1 agonist 3 and OXTR potentiator -1.
Screening O=C1CCCN=C(Nc2ccc(F)c(Cl)c2)S1 returned CHO parental Ca -13, CHO-K1 Ca antag 10, TAAR1 antag 0, CHRM1 agonist -3, M1 PAM parental -12, M1 ag parental 2.5, CHRM1 antagonist -6, TAAR1 agonist 2 and OXTR potentiator -7.
`CCCOc1ccc(N2C(=O)CC(NCCCN3CCC(C(N)=O)CC3)C2=O)cc1` (stereo not given) gave CHO parental Ca -10, CHO-K1 Ca antag 6, TAAR1 antag 16, CHRM1 agonist -1, M1 PAM parental 7, M1 ag parental -0.1, CHRM1 antagonist -18, TAAR1 agonist 13 and OXTR potentiator -11.
`Cc1nccn1-c1ccc(C(F)(F)F)cc1NC=O` gave CHO parental Ca -11, CHO-K1 Ca antag -12, TAAR1 antag 2, CHRM1 agonist -4, M1 PAM parental 24, M1 ag parental 1.4, CHRM1 antagonist -9, TAAR1 agonist 3 and OXTR potentiator -8.
Screening O=C(CN1CCOCC1)Nc1ccc(Br)cc1 returned CHO parental Ca 1, CHO-K1 Ca antag 0, TAAR1 antag -18, CHRM1 agonist -2, M1 PAM parental 1, M1 ag parental 0.2, CHRM1 antagonist -9, TAAR1 agonist 0 and OXTR potentiator -3.
For O=C1NC[C@H](CCCCN2CCN(Cc3ccccc3)C(=O)C2=O)N(CC2CCCCC2)C1=O the results were CHO-K1 Ca antag -14, TAAR1 antag -1, M1 PAM parental 15, M1 ag parental 0.7 and TAAR1 agonist 0.
For CCN(/C=N/c1sc2c(c1C#N)CC(C)(C)NC2(C)C)CC the results were CHO parental Ca -11, CHO-K1 Ca antag -30, TAAR1 antag -11, CHRM1 agonist -11, M1 PAM parental 11, M1 ag parental 0.8, CHRM1 antagonist 3, TAAR1 agonist 10 and OXTR potentiator -4.
Screening CCOc1ccc(N(CC(=O)N2CCCCCC2)S(=O)(=O)c2ccc(F)cc2)cc1 returned CHO parental Ca -13, CHO-K1 Ca antag 0, TAAR1 antag -14, CHRM1 agonist -3, M1 PAM parental 18, M1 ag parental 0.0, CHRM1 antagonist -22, TAAR1 agonist 5 and OXTR potentiator -10.
`Cc1ccc(S(=O)(=O)N2CCOCC2)cc1NC(=O)COC(=O)CCn1c(C)csc1=O` gave CHO parental Ca -13, CHO-K1 Ca antag 2, TAAR1 antag 6, CHRM1 agonist -2, M1 PAM parental -20, M1 ag parental 0.3, CHRM1 antagonist 0, TAAR1 agonist 1 and OXTR potentiator 2.
Screening CCCCCC(=O)Nc1cccc(C2=NOC3(C2)C[C@H](C(N)=O)N(C(=O)CC)C3)c1 (stereo not given in full) returned CHO parental Ca -12, CHO-K1 Ca antag -16, CHRM1 agonist -2, M1 PAM parental 18, M1 ag parental 0.7, CHRM1 antagonist 0 and OXTR potentiator -12.
`Cc1ccc(C2=[N+]([O-])C3(CCCCC3=O)N(O)C2(C)C)cc1` (stereo not given) gave CHO parental Ca 6, CHO-K1 Ca antag -19, TAAR1 antag -21, CHRM1 agonist -1, M1 PAM parental 7, M1 ag parental 0.7, CHRM1 antagonist 5, TAAR1 agonist 6 and OXTR potentiator -10.
CCN1C(=O)/C(=C2/C=CC=CN2C)SC1=S was read as CHO parental Ca 5, CHO-K1 Ca antag 2, TAAR1 antag -5, CHRM1 agonist -6, M1 PAM parental 13, M1 ag parental -0.1, CHRM1 antagonist 4, TAAR1 agonist 6 and OXTR potentiator -2.
Screening CC[C@]1(C(=O)OC)[C@H]2C(=O)N(C)C(=O)[C@H]2[C@H]2CN=C(SCc3ccc(Cl)cc3)N21 returned CHO parental Ca -6, CHO-K1 Ca antag 4, TAAR1 antag 18, CHRM1 agonist -6, M1 PAM parental -8, M1 ag parental 0.1, CHRM1 antagonist -11 and TAAR1 agonist 4.
O=C(NCCc1ccccc1)C(=O)Nc1ccc2c(c1)OCCO2 was read as CHO parental Ca 16, CHO-K1 Ca antag -8, TAAR1 antag -14, CHRM1 agonist -8, M1 PAM parental 13, M1 ag parental 0.2, CHRM1 antagonist -10, TAAR1 agonist 3 and OXTR potentiator -10.
`COc1cc(/C=C/C(=O)OCC(=O)NCc2ccco2)ccc1OCC#N` gave CHO parental Ca 13, CHO-K1 Ca antag -10, TAAR1 antag 17, CHRM1 agonist -6, M1 PAM parental 21, M1 ag parental 6.2, CHRM1 antagonist 2, TAAR1 agonist 2 and OXTR potentiator -13.
`CCOP(=O)(c1ccccc1)C(O)c1ccc([N+](=O)[O-])cc1` (stereo not given) gave CHO parental Ca -10, CHO-K1 Ca antag -3, TAAR1 antag -12, CHRM1 agonist -3, M1 PAM parental 15, M1 ag parental 0.1, CHRM1 antagonist -17, TAAR1 agonist 4 and OXTR potentiator -2.
